Salmonella PhoP GFP = inhibitors of PhoP regulon expression, primary screen, Salmonella Typhimurium, GFP reporter (AID 1863). 300,000 tested, 0.16% active. inhibition, % at 50 µM, or IC50 in µM where a hit was titrated. S. Typhimurium PhoP-regulated promoter GFP reporter, 4 h; higher % means a stronger effect;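 active = inhibition over 29.93%, a cutoff 3 SD above the screen mean, later confirmed by dose response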;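 also: 0% = low Mg2+ inducing control and 100% = high Mg2+ repressing control; strong numbers were not always called active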
KOR beta-arrestin-1 = KOR agonists, beta-arrestin recruitment, primary screen, cell-based, luminescence, uHTS (AID 1777) | KOR beta-arrestin recruitment, luminescence; higher % means a stronger effect | one-dose activation, % at 10 µM; EC50 in µM for titrated hits | 280,000 tested, 0.02% active; in the data active = activation above about 50%, passing the limit was not always enough; also: a part of the inactive calls stands beside numbers as strong as those of hits
KOR beta-arrestin-2 = KOR antagonists, beta-arrestin recruitment, cell-based, luminescence, uHTS (AID 1778) | 290,000 tested, 0.091% active | inhibition, % at 10 µM; hits with a dose series show IC50 in µM | KOR beta-arrestin recruitment, luminescence, antagonist mode; higher % means a stronger effect | Kappa-type opioid receptor (Homo sapiens); in the data active = inhibition above about 50%; also: strong numbers were not always called active
West Nile antiviral = West Nile virus antiviral activity, cell-based, CPE readout (AID 1621). CPE inhibition, % at 10 µM; hits with a dose series show IC50 in µM. 290,000 tested, 0.02% active. West Nile virus-infected cells, CPE inhibition; higher % means a stronger effect; in the data active = a potency from the dose series; also: strong numbers were not always called active
T cell modulator = modulators of CD8 T cell-vesicle binding, primary screen, mouse 2C CD8+ T cells, flow cytometry. AID 2052, 2009. 330,000 tested, 0.068% active. calls only at 7 µM. 2C CD8+ T cell-vesicle binding; stronger effect = lower value;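 active = response, share of CD8 T cells binding vesicles, and their 90th percentile fluorescence all below set limits, cut at about 80% in these data, passing the limit was not always enough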
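Read-out – percent CD8+ FL2 mean versus row control · System – murine 2C transgenic CD8+ T lymphocytes · Times – 1.5 h cell–vesicle binding at 37 °C, then 20 min icy labelling · Control set – naked vesicles low, QL9 vesicles with vehicle high · Detection – cytometric PE anti-B7-1 and Alexa647 anti-CD8 signals after 1% paraformaldehyde fixation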
NTR1 ag = agonists of NTR1, primary screen, imaging, U2OS cells, beta-arrestin-GFP, high content (AID 493036); NTR1-U2OS beta-arrestin-GFP spot imaging, agonist mode; activation, % at 20 µM; Neurotensin receptor type 1 (Homo sapiens), P30989; 330,000 tested, 0.17% active;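 active = activation at or above 40% of the spot to cytoplasm intensity ratio, with at least 20 cells analyzed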;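 also: 0% = DMSO without peptide and 100% = 100 nM NTR1 peptide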
Target sequence (P30989 whole entry, looked up): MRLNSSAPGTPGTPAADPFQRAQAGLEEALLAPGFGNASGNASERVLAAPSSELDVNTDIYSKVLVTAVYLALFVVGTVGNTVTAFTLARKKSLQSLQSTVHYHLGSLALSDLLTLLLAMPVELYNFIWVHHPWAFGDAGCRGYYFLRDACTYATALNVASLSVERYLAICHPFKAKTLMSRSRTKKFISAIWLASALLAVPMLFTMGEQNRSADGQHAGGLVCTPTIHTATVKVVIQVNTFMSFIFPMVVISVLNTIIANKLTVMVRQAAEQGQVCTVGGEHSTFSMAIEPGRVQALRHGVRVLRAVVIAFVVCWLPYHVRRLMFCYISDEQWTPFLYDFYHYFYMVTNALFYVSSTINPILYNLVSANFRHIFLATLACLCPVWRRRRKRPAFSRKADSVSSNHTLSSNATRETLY
GPR55 antagonists = GPR55 antagonists blocking LPI-driven arrestin recruitment, primary screen, imaging, U2OS, beta-arrestin-GFP, LPI agonist (AID 2013) | G-protein coupled receptor 55 (Homo sapiens) | U2OS GPR55 beta-arrestin-GFP translocation imaging, LPI antagonism; higher % means a stronger effect | inhibition, % at 10 µM; hits with a dose series show IC50 in µM | 290,000 tested, 0.13% active;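 active = spots per cell inhibited over 60%, with over 100 cells counted and total cytoplasm intensity under 500,000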;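 also: U2OS cells stably carrying GPR55 and arrestin-GFP stimulated by 5 µM LPI near EC80; imaged beta-arrestin-GFP aggregate spots per cell after agonist stimulation; plate controls were LPI-stimulated DMSO wells for no effect and DMSO wells without LPI for full effect; some results filed as inactive read as strong as hits; confirmed hits need IC50 under 10 µM and bright autofluorescent wells are also inconclusive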
GPR55 beta-arrestin = GPR55 agonists via beta-arrestin recruitment, primary screen, imaging, U2OS cells, beta-arrestin-GFP redistribution (AID 1961); G-protein coupled receptor 55 (Homo sapiens); U2OS GPR55 beta-arrestin-GFP redistribution imaging; higher % means a stronger effect; one-dose activation, % at 10 µM; EC50 in µM for titrated hits; 290,000 tested, 0.048% active;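 active = activation above 40% with more than 50 cells counted in the well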;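 also: U2OS osteosarcoma cells stably expressing GPR55 and beta-arrestin-GFP; plate controls were DMSO negative control for no effect and LPI positive control for full effect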
GPR35 arrestin U2OS = GPR35 antagonists blocking zaprinast-driven arrestin recruitment, primary screen, imaging, U2OS, beta-arrestin-GFP, zaprinast agonist (AID 2058) | G-protein coupled receptor 35 (Homo sapiens) | U2OS GPR35 beta-arrestin-GFP translocation imaging, zaprinast antagonism; higher % means a stronger effect | one-dose inhibition, % at 10 µM; IC50 in µM for titrated hits | 290,000 tested, 0.052% active;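 active = inhibition of at least 50% with at least 30 cells and total cytoplasm GFP at most 10,000,000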
T cell modulator vesicle-bound % = second read-out of T cell modulator, no call of its own (marks repeat the call); double positive events, %; measured here: CD8+ vesicle-bound cell fraction;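 binding gate set so that unloaded-vesicle control wells show 10% double positive cells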
NTR1 ag cell count 20 µM = also measured in NTR1 ag; calls as there; cell count; measured here: cell count, cytotoxicity flag
Starred values were filed as active, the others as inactive; i = inactive; nt = no result given; [ ] = remark or other dose.

structure | Salmonella PhoP GFP | KOR beta-arrestin-1 | KOR beta-arrestin-2 | West Nile antiviral | T cell modulator | T cell modulator vesicle-bound % | NTR1 ag | NTR1 ag cell count 20 µM | GPR55 antagonists | GPR55 beta-arrestin | GPR35 arrestin U2OS
CCOc1cc(NC(=O)Nc2ccccc2)c(OCC)cc1NC(=O)CC | 1% | -9.2% | -1%[20 µM] | -1.0% | i | 46 | 1.9 | 56 | -26% | -0.1% | 2%
O=C(O)CCCNC(=O)CC1S/C(=N/N=C/c2ccccc2O)NC1=O (stereo unspecified) | 6% | -6.2% | -2% | 0.8% | i | 65 | -0.6 | 93 | 15% | -0.3% | -20%
O=C(C[n+]1ccc2ccccc2c1)c1cccc2ccccc12 | -1% | -4.2% | -8% | -1.3% | i | 22 | -1.9 | 72 | 10% | -0.3% | 23%
Cc1nnc(SCC(=O)N(C(C)C)C(C)C)nc1C | -7% | -2.3% | -10% | -0.4% | i | 25 | 0.4 | 54 | 15% | -0.2% | 11%
Cc1ccc(NC(=O)Cn2nnc(C(=O)NCc3ccc(Cl)cc3)c2N)cc1F | -5% | -1.9% | -30% | 0.4% | i | 15 | 1.0 | 56 | 11% | -0.2% | 3%
O=C(NCC1CCCCC1)c1cccnc1Cl | 11% | -5.1% | 6% | -0.1% | i | 3 | -0.5 | 48 | -8% | nt | 9%
O=C(CCCN1C(=O)/C(=C\c2cccs2)SC1=S)Nc1cccnc1 | -8% | -4.1% | nt | -0.7% | i | 55 | 0.7 | 66 | 11% | -0.2% | 6%
COc1ccc(/C(N)=N/OC(=O)Oc2ccccc2)cc1OC | -9% | 5.7% | -5% | 0.0% | i | 2 | 1.1 | 64 | -5% | -0.3% | -4%
CC1(C)CC(=O)c2cnc(NC(=O)Cc3ccc(Cl)cc3)nc2C1 | 19% | -3.9% | -13% | 0.1% | i | 43 | 0.5 | 44 | 9% | -0.2% | 7%
COCCNC(=O)c1ccccc1NC(=O)Cc1ccccc1 | -8% | -3.8% | 12%[20 µM] | 0.0% | i | 53 | 1.3 | 78 | 1% | -0.1% | 10%
CC(C)(C)NC(=O)C(c1cccs1)N(CC1CCCO1)C(=O)c1ccc(-c2ccccc2)[nH]1 (stereo unspecified) | -10% | -0.3% | 25% | 1.0% | i | 24 | -0.5 | 53 | 6% | -0.2% | 9%
COc1ccccc1C(=O)C1CCCN(C(=O)c2cccc(-n3cccn3)c2)C1 (stereo unspecified) | 3% | nt | -27%[20 µM] | -1.1% | i | 22 | 1.1 | 63 | 16% | -0.1% | 11%
O=C(/C=C/c1ccco1)NCC1CCCO1 (stereo unspecified) | -3% | -1.0% | 5% | nt | i | 14 | 0.7 | 38 | 17% | -0.1% | 3%
Cc1ccc(C(=O)N/N=C\C2CC=CCC2)cc1[N+](=O)[O-] (stereo unspecified) | -6% | 2.0% | -29% | 0.8% | i | 24 | -0.7 | 62 | 6% | -0.1% | 4%
Cc1cc(OCc2cc(C(=O)N(Cc3nccn3C)C(C)C)no2)cc(C)c1Cl | -1% | 3.0% | -32% | 0.1% | i | 24 | -0.4 | 59 | 7% | 0.0% | -7%

Remaining list, next part.
structure | Salmonella PhoP GFP | KOR beta-arrestin-1 | KOR beta-arrestin-2 | West Nile antiviral | T cell modulator | T cell modulator vesicle-bound % | NTR1 ag | NTR1 ag cell count 20 µM | GPR55 antagonists | GPR55 beta-arrestin | GPR35 arrestin U2OS
Cc1cc(C(=O)N/N=C/c2cccnc2)c(C)o1 | 8% | -2.3% | 18% | 0.1% | i | 6 | 1.3 | 48 | -14% | 0.6% | 7%
COCCn1nnnc1C(c1cccs1)N1CCCC(C)C1 (stereo unspecified) | -7% | -5.1% | 0%[20 µM] | 0.1% | i | 34 | 1.5 | 39 | -3% | 0.3% | 5%
Cc1cccc(C)c1NC(=O)CN1C(=O)CCSc2ccc(S(=O)(=O)N3CCCC3)cc21 | -8% | -4.2% | 9% | -0.2% | i | 30 | 0.3 | 74 | 11% | -0.1% | -1%
CNC(=O)N1c2ccccc2CCc2ccccc21 | -2% | -2.8% | -22%[20 µM] | -0.4% | i | 49 | 0.1 | 69 | -6% | 0.1% | -3%
CSc1ccc(/C=C/C(=O)c2ccc(O)cc2)cc1 | 15% | 3.3% | 13% | -0.3% | i | 14 | 4.5 | 42 | -1% | -0.3% | -4%
COc1ccc2nc(N)sc2c1 | -4% | -1.0% | 11% | 0.1% | i | 34 | -1.0 | 70 | 13% | -0.1% | 16%
Cc1ccc(S(=O)(=O)N2CCCC(C(=O)O)C2)s1 (stereo unspecified) | -4% | 7.6% | -29% | -0.4% | i | 47 | -0.7 | 57 | -10% | -0.2% | 15%
Cn1cnnc1SCC(=O)Nc1ccc(OCc2ccccc2)cc1 | 0% | 0.5% | -5% | -0.2% | i | 26 | -2.3 | 69 | 4% | 0.7% | -5%
COC(=O)c1ccc(Cn2nc(C)c([N+](=O)[O-])c2C)o1 | 2% | nt | -11%[20 µM] | -0.4% | i | 52 | -0.4 | 57 | -2% | 0.0% | 15%
CCc1nnc(NC(=O)Nc2ccccc2OC)s1 | 2% | -4.2% | -2% | -0.6% | i | 54 | 2.9 | 71 | -2% | -0.2% | 4%
CCOCCCn1c(=S)[nH]c2cc(C(=O)NCc3ccc(F)cc3)ccc2c1=O | 4% | 4.3% | -15% | 0.6% | i | 37 | 4.3 | 56 | 7% | 0.1% | -10%
C=CCNC(=S)Nc1ccc2nc(C)c(C)nc2c1 | 19% | 4.3% | -21% | -0.6% | i | 29 | 5.1 | 84 | -11% | 0.5% | -6%
CC1CCc2nc3ccc(S(=O)(=O)N4CCC(C(=O)N5CCCCC5)CC4)cc3c(C(=O)O)c2C1 (stereo unspecified) | 6% | -1.1% | 14% | 0.1% | i | 42 | 0.4 | 86 | 11% | -0.1% | -10%
Cc1nn(Cc2cccc(C(=O)NC34CC5CC(CC(C5)C3)C4)c2)c(C)c1Br | 1% | 1.6% | -26% | 0.2% | i | 16 | 3.0 | 80 | 36% | 0.5% | 14%
Cc1cccc(N2CCN(c3cccc(C)c3)C2c2cccnc2)c1 | 5% | 2.9% | -40% | 1.3% | i | 51 | 7.4 | 103 | -8% | 0.0% | 2%

Next part
Molecule | Salmonella PhoP GFP | KOR beta-arrestin-1 | KOR beta-arrestin-2 | West Nile antiviral | T cell modulator | T cell modulator vesicle-bound % | NTR1 ag | NTR1 ag cell count 20 µM | GPR55 antagonists | GPR55 beta-arrestin | GPR35 arrestin U2OS
CCCCOc1ccc(-c2nnc(-c3ccco3)o2)cc1 | -11% | 8.0% | -3% | -0.7% | i | 37 | 3.9 | 70 | 3% | -0.2% | 18%
Cc1conc1NC(c1cccs1)c1ccc2cccnc2c1O (stereo unspecified) | 61µM* | -1.7% | 18% | 2.2% | i | 38 | 4.9 | 55 | 25% | -0.1% | -18%
COCc1nc2oc3ccc(C)cc3c(=O)c2cc1C(=O)OC | nt | -4.7% | 24% | -1.0% | i | 21 | 0.5 | 81 | -6% | -0.1% | -12%
CCOc1ncccc1C(=O)NCc1ccccc1Cl | 8% | 0.3% | -30% | 0.0% | i | 31 | 0.2 | 43 | 8% | -0.1% | 9%
CC(C)(C)c1ccc(C(=O)NCCCn2ccnc2)cc1 | -6% | -1.6% | -60%[20 µM] | -2.4% | i | 28 | 0.1 | 61 | -23% | -0.1% | 6%
COc1ccc(N2CCN(S(=O)(=O)c3cc(C)ccc3OC)CC2)cc1 | 1% | -0.9% | -10% | -0.7% | i | 6 | 3.3 | 50 | 3% | -0.2% | 0%
Cc1cc(-c2ccc(C(=O)O)s2)cnc1N | -9% | -2.3% | -3% | 0.6% | i | 61 | -2.5 | 83 | -2% | 0.0% | -14%
C=CCNC(=O)C(=O)NCC(c1ccc2c(c1)OCO2)N1CCOCC1 (stereo unspecified) | 0% | 1.3% | -42% | -0.9% | i | 38 | 0.9 | 64 | -24% | -0.2% | -7%

Complete entries, quoted from the list. Order of values: Salmonella PhoP GFP	KOR beta-arrestin-1	KOR beta-arrestin-2	West Nile antiviral	T cell modulator	T cell modulator vesicle-bound %	NTR1 ag	NTR1 ag cell count 20 µM	GPR55 antagonists	GPR55 beta-arrestin	GPR35 arrestin U2OS
COCc1nc2oc3ccc(C)cc3c(=O)c2cc1C(=O)OC in the list: nt	-4.7%	24%	-1.0%	i	21	0.5	81	-6%	-0.1%	-12%
C=CCNC(=O)C(=O)NCC(c1ccc2c(c1)OCO2)N1CCOCC1 (stereo unspecified) in the list: 0%	1.3%	-42%	-0.9%	i	38	0.9	64	-24%	-0.2%	-7%
CCOc1ncccc1C(=O)NCc1ccccc1Cl in the list: 8%	0.3%	-30%	0.0%	i	31	0.2	43	8%	-0.1%	9%
Cc1cc(-c2ccc(C(=O)O)s2)cnc1N in the list: -9%	-2.3%	-3%	0.6%	i	61	-2.5	83	-2%	0.0%	-14%

Later entries
Molecule | Salmonella PhoP GFP | KOR beta-arrestin-1 | KOR beta-arrestin-2 | West Nile antiviral | T cell modulator | T cell modulator vesicle-bound % | NTR1 ag | NTR1 ag cell count 20 µM | GPR55 antagonists | GPR55 beta-arrestin | GPR35 arrestin U2OS
Cc1sc2ncnc(NCc3ccco3)c2c1C | 4% | -1.3% | 9% | nt | i | 13 | -0.8 | 44 | -6% | -0.2% | 2%
c1cncc(-c2noc(-c3cccc4ccccc34)n2)c1 | -1% | -3.7% | 3% | 0.5% | i | 19 | 4.8 | 51 | -12% | 0.4% | -3%
COc1ccc(C(=O)Nc2ccc3c(c2)Cc2ccccc2-3)cc1 | -10% | -4.0% | 13% | 0.2% | i | 27 | -1.1 | 99 | 17% | 0.0% | -8%
CC(=O)Nc1ccc(NC2CCCCC2NS(=O)(=O)c2ccc(Cl)cc2)cc1 (stereo unspecified) | 3% | -2.4% | -4% | -0.4% | i | 14 | 0.2 | 59 | 10% | -0.2% | -1%
COc1cc(NS(=O)(=O)c2ccc(NC(=S)NC(=O)c3cccs3)cc2)nc(OC)n1 | -1% | -2.4% | 30% | 0.5% | i | 47 | -0.4 | 47 | -1% | 0.5% | 1%
CCc1ccc(C(=O)COC(=O)c2ccc(Cl)nc2)cc1 | -3% | 1.1% | -8% | 0.4% | i | 48 | 0.9 | 96 | 20% | 2.1% | -1%

Hits appear at their usual frequency; 0.62% or so of the library scored in one or more.
